# Assay outcomes (PubChem BioAssay)
# AHR activator: AHR activators, primary screen, cell-based, luminescence, luciferase reporter, human | Aryl hydrocarbon receptor (Homo sapiens), P35869 | AHR-responsive luciferase reporter cells | activation, % at 5 µM | actives 2.5% (n = 320,000) | AID 2796, 2010; in the data active = activation above about 47%;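 note: 0% = vehicle wells and 100% = reference agonist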
# procasp7 counter: procaspase-7 activators, primary screen, counter-screen for procaspase-3 activator project, biochemical, absorbance, HTS, human; AID 463210, 2010; actives 0.093% (n = 330,000); recombinant procaspase-7, Ac-DEVD-pNA absorbance 405 nm; D23A/D198A/D206A triple mutant, cannot self-cleave; scale: DMSO 0, 5 µM enzyme 100; activation, % at 8.5 µM; Caspase-7 (Homo sapiens), P55210;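 active = percent activation above the screen-wide mean plus 3 SD, cut at about 25% in these data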
#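 Assay system – Uncleavable procaspase-7 mutant enzyme · Quantity – 2 µM procaspase-7 mutant as dispensed · Times – 1 h preincubation, 2 h reaction · Dosing – single nominal 8.5 µM compound dose, 0.8% DMSO final · Buffer or medium – Zinc-free 50 mM HEPES buffer, pH 7.4, with NaCl and Triton X-100 · Detection – Epi-absorbance of released pNA at 405 nm, two timepoints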
# RPL19A-GFP yeast: RPL19A-GFP expression modulators in yeast, primary screen, cell-based, S. cerevisiae, multiplex flow cytometry, MLPCN; S. cerevisiae RPL19A-GFP strain, 3 h; active compounds read low; percent response vs DMSO, % at 10 µM; actives 0.3% (n = 330,000); AID 2025, 2009;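 active = percent response vs DMSO below 50%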;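 note: median channel GFP fluorescence of the barcoded RPL19A-GFP strain; ratio of sample median GFP to plate DMSO average so 100% = DMSO; lower means less RPL19A-GFP as with rapamycin TOR inhibition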
# ZTA counter: blocks Epstein-Barr virus ZTA, an EBNA-1 counter-screen | P03206 | ZTA-DNA binding, fluorescence polarization | inhibition, % at 11 µM | actives 0.15% (n = 320,000); in the data active = inhibition above about 33%
# EBNA-1 inhibitor: EBNA-1 DNA-binding inhibitors, primary screen, biochemical, fluorescence polarization; actives 0.34% (n = 300,000); inhibition, % at 14.8 µM; in the data active = inhibition above about 28%
# LAP4-GFP MLPCN: modulators of LAP4-GFP expression in yeast, primary screen, S. cerevisiae, multiplex flow cytometry, MLPCN library | GFP response vs DMSO, % at 10 µM | 3 h; median GFP as percent of DMSO wells | actives 0.34% (n = 320,000) | AID 2023, 2009;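 active = GFP response vs DMSO above a set limit, about the screen mean plus 3 SD, cut at about 150% in these data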
# MEP2 TOR yeast: modulators of MEP2-GFP levels in yeast, primary screen, S. cerevisiae, multiplex flow cytometry, MLPCN library; actives 0.51% (n = 330,000); S. cerevisiae MEP2-GFP strain, 3 h; 100% = DMSO control level; GFP response vs DMSO, % at 10 µM; AID 2016, 2009;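 active = GFP response versus DMSO above a set limit, roughly screen mean plus 3 SD, cut at about 180% in these data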;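 note: median GFP fluorescence of the barcode-gated MEP2-GFP cells per well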
# procasp3 activ: activators of human procaspase-3 D3A mutant, primary screen, biochemical, absorbance, PC-3 D3A mutant, single concentration; Caspase-3 (Homo sapiens), P42574; recombinant procaspase-3 D3A, Ac-DEVD-pNA absorbance 405 nm; activation, % at 8.5 µM; actives 0.11% (n = 330,000); AID 463141, 2010;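 active = activation above the mean of all tested compounds plus 3 SD, cut at about 21% in these data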;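 note: 0% = DMSO alone and 100% = DMSO wells spiked with extra 5 µM PC-3 D3A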
#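 Test system: Procaspase-3 D3A mutant; medium: Zinc-free HEPES/NaCl buffer with 0.01% Triton X-100 at pH 7.4; reagent: DEVD-pNA substrate; doses: one concentration, 8.5 µM nominal, 0.8% DMSO; times: 1 h preincubation plus 2 h reaction at 25 °C; signal: Epi-absorbance at 405 nm of released p-nitroaniline, 0 and 120 min; replicates: singlicate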
# Numbers without * were called inactive; . = no result given.
canonical_smiles	AHR activator	procasp7 counter	RPL19A-GFP yeast	ZTA counter	EBNA-1 inhibitor	LAP4-GFP MLPCN	MEP2 TOR yeast	procasp3 activ
Cc1c(F)cccc1NS(=O)(=O)c1ccc(OCCNS(C)(=O)=O)cc1	-2	6	101	-9	-6	110	105	8
Cc1cccc2cc(CN(Cc3cccnc3)C(=S)NCCCN(C)C)c(=O)[nH]c12	1	1	95	19	9	103	102	7
CCOC(=O)N1CCC(N2CCN(S(=O)(=O)c3ccc(OC)cc3)CC2)CC1	2	4	96	-7	10	88	94	2
N#Cc1ccc(C(=O)Nc2cc(C3CC3)nn2-c2ccccc2)cc1	7	-7	.	1	4	.	.	8
Cc1cccc(NC(=O)c2ccccc2O)c1C	38	6	90	-8	3	131	93	13
O=c1cc(O)c2c(=O)n(-c3ccccc3)c3c(c2o1)CCCCCC3	-2	-8	105	5	-1	105	98	5
CN1C(=O)CC(N2CCN(c3ccc(Cl)cc3)CC2)C1=O (stereo not given)	1	-2	106	-4	-5	100	106	2
O=C(CC1NC(=O)NC1=O)Nc1ccccc1 (stereo not given)	1	10	98	-1	-3	89	93	3
CC(=O)NC(Cc1cccc(C)c1)C(=O)NC1CCN(c2ncccc2[N+](=O)[O-])CC1 (stereo not given)	-1	-11	100	-12	-4	91	95	-1
O=C(Nc1nnc(-c2ccccc2)o1)Nc1ccccc1Cl	1	2	99	-20	-4	104	106	2
CCOc1cc2c(cc1/C=C/c1noc(C)c1[N+](=O)[O-])OC(C)C2 (stereo not given)	1	1	101	-12	-9	97	114	11
COc1ccc(CCNC(=O)CC2C(=O)NCCN2CC(C)(C)C)cc1 (stereo not given)	-1	-7	96	-6	-1	98	94	1
O=C(CSc1nnc(-c2ccc(C(F)(F)F)cn2)o1)Nc1ccccc1Cl	0	2	98	2	2	105	100	4
CC(C)CCNC(=O)c1cc2c(=O)n3ccccc3nc2s1	-7	3	100	1	-15	99	98	-4
O=C(Nc1ccc(F)cc1)c1cc2c(s1)CCCC2	55*	5	99	6	3	132	105	-3
COc1ccc(-n2cnc3cc(N)ccc32)cc1	28	6	94	17	-9	97	97	0
Cc1n[nH]c(=O)c2c(NC(=O)CSc3ccc(Br)cc3)oc(C)c12	3	-1	87	-10	-12	86	90	-6
O=C(Nc1ccc(Cl)c([N+](=O)[O-])c1)c1ccc(NCCCN2CCOCC2)c([N+](=O)[O-])c1	-2	0	.	-7	7	100	98	3
COc1ccc(CCn2c(=N)c(C(=O)NCCN3CCOCC3)cc3c(=O)n4ccccc4nc32)cc1OC	4	3	99	16	12	100	98	1
CC12CCC(C(=O)Nc3ccc(Br)cn3)(OC1=O)C2(C)C (stereo not given)	-1	-1	102	-20	-2	.	90	1
CCCNC(=O)c1ccccc1NC(=O)c1ccc2c(=O)n3c(nc2c1)CCC3	33	-1	93	-9	2	84	86	14
CSc1ccc(CN(C)C(=O)c2cc(Cl)c3c(c2)OCCO3)cc1	-1	1	103	-12	0	89	105	12
Clc1ccc(-c2cnc(Oc3ccccc3)nc2)cc1	-10	5	100	2	-5	115	109	-2
CCCN=Cc1sc2ccc(OCC)cc2c1O	2	-6	99	-10	10	115	105	-15
O=C(O)c1ccc(N2CCN(c3ccc(Cl)cc3)CC2)c([N+](=O)[O-])c1	3	1	95	-6	-6	127	102	2
CCOc1cc(NC(=S)NCCCN2CCOCC2)c(OCC)cc1NC(=O)CC(C)C	1	3	99	-14	-1	101	98	-7
Cc1ccc(N2C(=O)CC(Nc3ccc(Cl)c(S(=O)(=O)N(C)C)c3)C2=O)c(C)c1 (stereo not given)	2	13	102	-3	-1	104	100	4
CCCc1nnc(NC(=O)CCC(=O)N2CCCCC2)s1	15	-6	101	3	10	100	101	6
O=C(NC1CCN(C(=O)Nc2ccccc2Cl)CC1)c1ccco1	-1	-4	100	-11	-6	97	96	8
O=C(C1CCCN(S(=O)(=O)c2cccc3nsnc23)C1)N1CC=C(c2ccccc2)CC1 (stereo not given)	-1	8	99	6	1	99	105	3
COc1ccc(CC(=O)NC(=S)Nc2ccc(S(=O)(=O)NC(C)(C)C)cc2)cc1	-4	3	98	11	-3	109	109	7
COc1c(O)cccc1[C@H](O)C1CCN(CCc2ccc(F)cc2)CC1	1	6	99	16	-1	108	91	6
Cc1ccc(C(=O)NC2CCN(CC(=O)NC3CCC(C)CC3)CC2)cc1 (stereo not given)	-1	6	108	-9	2	99	109	1
Cc1cccc(N(CC(=O)NCc2ccco2)C(=O)CCC(=O)Nc2nccs2)c1C	2	10	104	3	-2	90	105	4
Cc1cc(/C=N/N2CCN(C)CC2)c(C)n1-c1ccccc1F	1	-3	106	14	5	95	101	1
CC(C)n1c(NCCO)nc2ccccc21	-1	3	87	12	4	86	94	-3
Cc1ccc(SCc2nnc(N)s2)cc1	-2	4	92	0	0	92	93	1
COc1ccc(C(=O)C2CC2c2ccc3c(c2)OCO3)cc1 (stereo not given)	1	-6	96	7	-1	122	92	-5
O=C(Nc1ccncc1)C1COc2ccccc2O1 (stereo not given)	5	3	102	-14	-9	97	102	-4
COc1ccc(C(=O)O/N=C/c2ccc(S(=O)c3ccc(Cl)cc3)nc2)cc1 (stereo not given)	3	6	97	-10	2	104	123	-6
COc1cc(C(=O)NC(C)C2CC3CCC2C3)cc(OC)c1OC (stereo not given)	3	-3	102	-11	-9	86	96	5
Cc1cc(C(=O)COC(=O)c2ccccc2NCCO)c(C)n1CC1CCCO1 (stereo not given)	-8	7	101	-4	7	106	104	5
COC(=O)CCc1c(C)c(C(=O)c2ccco2)c2ccccn12	1	-5	103	-7	1	106	105	-14
O=C(CN(Cc1ccc(F)cc1)C(=O)c1csnn1)NCc1ccc2c(c1)OCO2	2	-10	96	-3	-3	92	104	3
CC(C)(C)n1ncc2c(=O)n(CC(=O)Nc3ccc(Cl)cc3)cnc21	-1	0	96	-16	2	98	103	4
CC1CCCC(C)N1Cc1cn2ccccc2n1 (stereo not given)	9	11	92	2	0	95	96	6
C=C(C)c1cccc(C(C)(C)NC(=O)NCCCn2ccnc2)c1	3	-4	102	-4	11	94	95	-1
CCOC(=O)c1sc(NC(=O)CSc2n[nH]c(C)n2)nc1C	-4	-1	101	10	-3	100	95	4
C=CCNC(=O)Nc1ccc(OCC)cc1	0	-4	102	-6	-1	97	104	0
COc1ccc(Oc2cc(C)nc(Cl)n2)nn1	-1	1	99	12	4	97	109	-3
CC(NC(=O)C1CCC(C)(C(=O)O)C1(C)C)c1ccccc1 (stereo not given)	19	11	104	-10	-6	91	107	10
CC(C)(C)OC(=O)[C@H](Cc1ccccc1)NC(=O)c1nc[nH]c1C(=O)NCC(=O)OCc1ccccc1	3	-3	97	-4	9	133	95	-10
COc1nc(OC/C(N)=N/O)nc(N2CCOCC2)n1	3	-2	109	-11	-2	101	90	2
O=C(NCc1ccncc1)C1CCCN(S(=O)(=O)c2cc(Cl)ccc2Cl)C1 (stereo not given)	-1	-9	100	18	-2	105	99	10
Cc1ccc(Oc2ccc(/C=N/O)cn2)cc1	10	1	101	-12	6	98	97	2
Cc1csc(NC(=O)c2cn3ccccc3n2)n1	9	9	90	1	-3	105	101	1
CC(CC(=O)Nc1nnc(CC(C)(C)C)s1)c1ccccc1 (stereo not given)	1	6	99	0	1	90	101	-7
COc1ccc(CCNC(=O)CSCc2ccc(C)cc2)cc1OC	1	2	105	6	1	110	107	1
COC(=O)CNC(=O)COC(=O)/C=C/c1ccc(F)cc1	2	7	102	15	7	91	96	2
CCC(CO)n1c(SCc2cc([N+](=O)[O-])cc3c2OCOC3)nc2ccccc2c1=O (stereo not given)	3	9	98	5	3	99	110	-1

# Full records, quoted from the list. Order of screens: AHR activator	procasp7 counter	RPL19A-GFP yeast	ZTA counter	EBNA-1 inhibitor	LAP4-GFP MLPCN	MEP2 TOR yeast	procasp3 activ
# Listed for Cc1c(F)cccc1NS(=O)(=O)c1ccc(OCCNS(C)(=O)=O)cc1 → -2	6	101	-9	-6	110	105	8
# Listed for Cc1n[nH]c(=O)c2c(NC(=O)CSc3ccc(Br)cc3)oc(C)c12 → 3	-1	87	-10	-12	86	90	-6
# Listed for Cc1ccc(Oc2ccc(/C=N/O)cn2)cc1 → 10	1	101	-12	6	98	97	2
# Listed for O=c1cc(O)c2c(=O)n(-c3ccccc3)c3c(c2o1)CCCCCC3 → -2	-8	105	5	-1	105	98	5

# (next part)
canonical_smiles	AHR activator	procasp7 counter	RPL19A-GFP yeast	ZTA counter	EBNA-1 inhibitor	LAP4-GFP MLPCN	MEP2 TOR yeast	procasp3 activ
Cc1cc(CNC(=O)COc2c(F)c(F)cc(F)c2F)c2ccccc2n1	28	10	102	-18	-7	103	103	10
Cc1ccc(S(=O)(=O)N(C)CC(=O)Nc2cc(C)ccn2)cc1	0	3	96	5	5	99	101	1
Cc1csc(NC(=O)CSCC(=O)Nc2ccccc2)n1	2	4	100	12	-3	98	112	-6
O=C(NC(C(=O)c1ccccc1)n1ccc(=O)[nH]c1=O)c1ccccc1 (stereo not given)	0	2	101	-10	-4	100	106	2
Cn1ncc([N+](=O)[O-])c1C(=O)Nc1ccc(-c2ccccc2)cc1	73*	1	105	1	5	100	108	9
O=C(NCCN1CCOCC1)[C@H](Cc1ccccc1)N1C(=O)c2ccccc2C1=O	6	2	87	-12	14	83	89	11
CCCCN(C)Cc1c(O)ccc2c(=O)c(-c3ccccc3OC)coc12	1	-3	102	-7	2	87	103	-8
CCOc1ccc(NC(=O)CN(C)C(=O)Cc2c[nH]c3ccccc23)cc1OCC	26	1	93	16	4	95	99	-5
CC12CCC(C(=O)N3CCCc4ccccc43)(OC1=O)C2(C)C (stereo not given)	8	-9	98	13	-2	81	95	9
Cc1nc(-c2ccc(NC(=O)c3ccccc3Br)cc2)cs1	-5	-5	104	1	3	96	110	1
O=[N+]([O-])c1cccc(CN2CCC(Cc3ccccc3)CC2)c1	0	4	104	4	-12	91	111	8
COc1cccc(C(c2sc3ncnn3c2O)N2CCN(C(=O)c3ccco3)CC2)c1 (stereo not given)	-2	3	98	-9	0	105	100	-7
Cc1c(NC(C)c2ccccc2O)c(=O)n(-c2ccccc2)n1C (stereo not given)	8	-3	101	9	-7	101	103	-2
CSc1ccc(NC(=O)CC(C)=O)cc1	5	-7	99	8	-8	89	101	-3
CN(C)c1ccc(N=Nc2nc3ccccc3n2C)cc1	1	-7	96	-7	-2	101	107	-9
Cc1ccc2nc(NC(=S)NC(=O)c3ccc(OC(C)C)cc3)sc2c1	-2	2	97	-4	-8	108	95	-6
COC(=O)[C@@H]1CCCN1C(=O)c1cc(COc2cccc3cccnc23)on1	3	-1	97	-2	-3	87	87	-1
COc1ccc(C2=Nn3c(nnc3-c3ccccc3Cl)SC2)cc1OC1CCCC1	38	-8	95	.	.	97	95	9
O=C(NNC(=O)c1ccccn1)c1ccc(OC(F)F)cc1	3	15	101	.	.	107	101	-3
